Gli-Sufu block = blocks Gli-Sufu signaling in a luciferase reporter; AID 588413; 0.74% of 340,000 active; Sufu-KO-LIGHT fibroblasts, Gli luciferase reporter luminescence; inhibition, % at 5 µM;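 active = inhibition above about 55%, limit read from the data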;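 note: 0% = DMSO-treated cells and 100% = wells with medium but no cells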
CXCR6 inh = inhibitors of human CXCR6 receptor. CHO-K1 PathHunter CXCR6 beta-arrestin, luminescence. 0.36% of 360,000 active. AID 602244. O00574. inhibition, % at 20 µM; in the data active = inhibition above about 34%, passing the limit was not always enough;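 note: antagonist mode with CXCL16 agonist at 10 nM final; 0% = 10 nM CXCL16 with DMSO and 100% = unstimulated wells without agonist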
EBI2 antag = antagonists of human EBI2 receptor; inhibition, % at 5 µM; 0.81% of 360,000 active; EBI2 beta-arrestin recruitment, luminescence, 7a,25-OHC stimulated; AID 651636; P32249; in the data active = inhibition above about 38%;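 note: enzyme fragment complementation signal reports receptor beta-arrestin coupling in cells; 0% = agonist plus DMSO wells and 100% = wells without agonist; some results beyond the cut were filed as inactive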
Target sequence (P32249 whole entry, looked up, the tested form may be a part): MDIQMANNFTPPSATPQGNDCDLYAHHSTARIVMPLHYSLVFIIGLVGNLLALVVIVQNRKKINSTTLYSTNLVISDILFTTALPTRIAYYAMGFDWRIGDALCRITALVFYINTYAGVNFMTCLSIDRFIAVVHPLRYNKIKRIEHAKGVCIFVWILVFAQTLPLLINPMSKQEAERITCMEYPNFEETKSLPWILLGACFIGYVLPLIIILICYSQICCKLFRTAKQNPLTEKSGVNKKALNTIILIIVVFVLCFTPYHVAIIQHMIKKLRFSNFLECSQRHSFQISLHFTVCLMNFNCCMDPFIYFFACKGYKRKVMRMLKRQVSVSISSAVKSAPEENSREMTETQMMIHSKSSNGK
UBC13 polyUb = human UBC13 polyubiquitination inhibition. 0.47% of 330,000 active. P61088. UBC13 polyubiquitin chain formation, TR-FRET. inhibition, % at 20 µM. AID 485273; in the data active = inhibition above about 45%, passing the limit was not always enough
Target sequence (P61088 whole entry, looked up): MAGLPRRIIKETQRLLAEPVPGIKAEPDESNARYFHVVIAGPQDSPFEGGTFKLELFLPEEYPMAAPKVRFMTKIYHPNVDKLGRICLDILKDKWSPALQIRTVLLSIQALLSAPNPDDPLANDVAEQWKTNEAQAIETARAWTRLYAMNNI
CCR6 antagonist = CCR6 (human) receptor antagonism; P51684; CHO-K1 CCR6 PathHunter beta-arrestin, luminescence, CCL20-stimulated; inhibition, % at 20 µM; 0.49% of 340,000 active;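 active = compounds whose inhibition of the agonist-driven luminescence signal at 20 µM reaches about 50%, limit read from the data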;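 note: cells stimulated with CCL20 at 14 nM final; plate controls were DMSO with CCL20 for no effect and DMSO without agonist for full effect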
Target sequence (P51684 whole entry, looked up): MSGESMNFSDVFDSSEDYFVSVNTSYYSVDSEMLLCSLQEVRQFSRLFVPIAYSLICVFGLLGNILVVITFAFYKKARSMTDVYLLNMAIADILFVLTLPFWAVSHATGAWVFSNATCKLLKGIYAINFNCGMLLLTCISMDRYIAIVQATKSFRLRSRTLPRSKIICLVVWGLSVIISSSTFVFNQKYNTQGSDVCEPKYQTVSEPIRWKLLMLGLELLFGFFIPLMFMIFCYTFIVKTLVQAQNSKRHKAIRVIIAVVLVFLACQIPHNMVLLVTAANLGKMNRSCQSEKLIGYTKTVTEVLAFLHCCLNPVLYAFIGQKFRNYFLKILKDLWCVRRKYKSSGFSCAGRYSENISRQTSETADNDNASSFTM
ATG4B inhibitor = ATG4B (human) cysteine protease inhibition | Q9Y4P1 | ATG4B cleavage of LC3-PLA2, NBD-HPC fluorescence, 1 h | inhibition, % at 8.33 µM | 0.51% of 340,000 active | AID 504462; in the data active = inhibition above about 40%
APJ agonist = activates the human apelin receptor APJ | P35414 | CHO-K1 APJ PathHunter beta-arrestin, luminescence; 0% DMSO wells, 100% apelin | activation, % at 20 µM | 0.11% of 330,000 active | AID 2520;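 active = activation more than six SD over the plate average, tested at 20 µM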;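 note: 0% = DMSO alone and 100% = apelin-13 at 10 nM; some results filed as inactive read as strong as hits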
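assay system = CHO-K1 APJ beta-arrestin complementation cell line | input = cell density 1000 per well | dosing = compound 20 µM once, DMSO 1% | timing = compound 90 min 25 °C, reagent 1 h | measured by = luminescence from split beta-galactosidase complementation, Galacton Star/Emerald II substrate | read-out basis = APJ agonist activity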
APJ antag = blocks the human apelin receptor APJ; P35414; CHO-K1 APJ beta-arrestin complementation, luminescence; inhibition, % at 20 µM; 0.32% of 330,000 active;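 active = inhibition above about 40% at 20 µM, limit read from the data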;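 note: cells challenged with 10 nM apelin-13 agonist together with compound; plate controls were apelin-13 plus DMSO wells for no effect and DMSO wells lacking apelin-13 for full effect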
* marks the source's active call; other numbers are inactive results; / = not tested or not shown.

SMILES | Gli-Sufu block | CXCR6 inh | EBI2 antag | UBC13 polyUb | CCR6 antagonist | ATG4B inhibitor | APJ agonist | APJ antag
CCC(C(=O)NCc1ccco1)N(C(=O)CNS(=O)(=O)c1ccc(C)cc1)c1ccccc1F (stereo not drawn) | -2 | 7 | 5 | 0 | 12 | -6 | -2 | 32
COC(=O)C1C(=O)C2=C(CC1C)NC(C)=C(C(=O)OCCOc1ccccc1)C2c1ccc(C)o1 (stereo not drawn) | 19 | 2 | 7 | 8 | 8 | 8 | -8 | -2
C[C@H]1CCC[C@]2(O[C@@H](CCO)C[C@H](O)[C@H]2O)O1 | 15 | -3 | 1 | -1 | -2 | -10 | 7 | 12
N=c1n(CC(=O)c2ccc([N+](=O)[O-])cc2)c2ccccc2n1Cc1ccc(Cl)cc1 | 15 | -16 | 9 | 26 | 21 | -2 | 3 | -38
CN(C)c1ccc(-c2nnc(SCC3CCCO3)n2C)cc1 (stereo not drawn) | -46 | 2 | 0 | -17 | 4 | 0 | -1 | -13
Cc1cc(Nc2ccccc2C(=O)O)nc2nc3ccccc3c(=O)n12 | 9 | 11 | -11 | -8 | 11 | 2 | -3 | 3
CCOc1cccc(CN2CCCC(C(=O)Nc3cccc(-n4cccn4)c3)C2)c1 (stereo not drawn) | -6 | 0 | 2 | 2 | 19 | -6 | -6 | 10
CN(Cc1nccs1)C(=O)C1CCC(=O)N(CCc2cccc(F)c2)C1 (stereo not drawn) | -2 | -5 | 12 | -4 | 6 | -1 | 3 | 0
O=C(Cn1c(=O)n(CCCC(=O)NC2CCCC2)c(=O)c2ccccc21)NCCC1=CCCCC1 | -10 | -9 | 1 | -2 | 14 | -4 | 3 | 6
O=C(c1nc2ccccc2s1)N1CCSCC1 | -22 | 0 | -13 | 3 | 19 | -9 | -4 | -3
Cc1ccc(OC(=S)Nc2ccccc2)c(C)c1 | 8 | -12 | -9 | -1 | 17 | 7 | 0 | 7
COc1ccc(-c2n[nH]c(=S)n2-c2ccc3c(c2)OCCO3)cc1 | -6 | 10 | -9 | -4 | 5 | 5 | -1 | 18
CC1=C(C(=O)Nc2nc3ccccc3s2)C(c2ccco2)C(C#N)=C(SCC(=O)NC2CCCCC2)N1 (stereo not drawn) | -1 | -1 | 17 | 1 | -7 | 12 | -3 | -10
Cc1cc(C)c(NC(=O)CSc2nc3ccncc3[nH]2)c(C)c1 | -7 | -5 | 5 | 2 | 15 | -9 | -4 | 10
CCCn1c(NC(=O)C2CCN(C(=O)c3ccc(F)cc3)CC2)nc2ccccc21 | 14 | 9 | 10 | -2 | 11 | 7 | -6 | -1
CC(C)CCN1CCN(Cc2cccn2-c2nccs2)CC1CCO (stereo not drawn) | 33 | 2 | 0 | 0 | 17 | 7 | -3 | 6
Cc1ccccc1CSCC(=O)c1c(N)n(CC(C)C)c(=O)n(C)c1=O | 25 | -10 | -1 | -5 | -6 | -2 | 5 | 10
Cc1cc(NS(=O)(=O)c2ccc(NC(=S)NC(=O)c3cccnc3)cc2)no1 | 13 | 22 | 10 | -5 | 25 | 5 | -5 | 6
CCCc1[nH]nc2c1C1(CCOC1C)C(C#N)=C(N)O2 (stereo not drawn) | 11 | -1 | -8 | -7 | 10 | -5 | -4 | -12
O=C(C1=C(O)C(=O)N(CCN2CCOCC2)C1c1ccc(Cl)cc1)c1cc2ccccc2o1 (stereo not drawn) | 0 | 5 | -1 | -15 | -2 | -10 | -7 | 1
CCn1c(=O)n(CCc2ccccc2)c(=O)c2c3c(sc21)CCCC3 | 8 | 16 | 36 | 0 | 17 | 3 | -4 | 16
CCCCN1CC[C@H]2C=CC[C@@H](C(=O)N3CCN(c4ccccc4)CC3)[C@H]2C1=O | -5 | -4 | 14 | 8 | 12 | -7 | 1 | -78
O=C1CC(C(=O)N2CCN(c3ccc(F)cc3)CC2)CN1CCc1ccccc1 (stereo not drawn) | 2 | -4 | 18 | 5 | 13 | -2 | -3 | 11
COc1ccc(OC)c(CCNC(=O)CS(=O)(=O)Cc2nc(-c3ccc(C)cc3)oc2C)c1 | 1 | -6 | -2 | 8 | -6 | -11 | -1 | -40
CCC(=O)N1CCN(c2ccccc2NC(=S)NC(=O)c2cccc([N+](=O)[O-])c2)CC1 | 10 | 19 | 11 | -31 | 42 | -3 | -4 | 29
Nc1cc(N)nc(SCC(=O)NC2CCCCCCC2)n1 | 1 | 0 | -6 | 1 | 0 | -13 | -1 | 3
C/C(=N\NC(=S)Nc1ccccc1C)C1Cc2ccccc2C(=O)O1 (stereo not drawn) | 15 | 4 | -6 | 7 | 10 | 1 | -2 | 8
Fc1ccccc1/C=N/Nc1ccc(Cl)nn1 | -22 | -8 | 2 | -8 | 10 | -5 | -3 | 2
CCOC(=O)c1c(C)[nH]c(C)c1S(=O)(=O)NCC(=O)Nc1ccccn1 | 3 | 6 | -6 | -6 | -5 | 1 | -3 | 6
CN(Cc1ccccc1)C(=O)[C@H]1CCC(=O)N1Cc1ccco1 | -12 | -7 | 3 | 0 | 16 | -2 | 2 | 3
C/C(=N/OC(=O)c1c(-c2ccccc2Cl)noc1C)c1cnccn1 | -1 | 0 | 8 | -6 | 14 | 0 | 0 | 14
CCOc1ccc(/C=C\c2nc(O)c([N+](=O)[O-])c(=O)[nH]2)cc1OCC | -3 | -2 | -5 | -14 | 7 | 1 | -4 | 21
COc1ccc(CC(=O)Nc2ccc(S(=O)(=O)NCC3CCCO3)cc2)cc1 (stereo not drawn) | 5 | -4 | 2 | 0 | -20 | -19 | 2 | 14
CC(C)CCN1CCN(Cc2ccc(Oc3ncccn3)cc2)CC1CCO (stereo not drawn) | -21 | 1 | -7 | -3 | 0 | 8 | -1 | -13
Cc1cc(C)c(NC(=O)/C=C\C(=O)O)c([N+](=O)[O-])c1 | -20 | -5 | -5 | -1 | 16 | 0 | -2 | 5
COc1ccc(-c2nn[nH]n2)cc1OC | -21 | -1 | -3 | 4 | 4 | 6 | -2 | 11
COc1ccc(OC)c(NC(=O)CSc2nnc(-c3ccncc3)s2)c1 | 9 | -2 | 6 | 4 | -3 | -5 | 0 | -4
CC1=C(C(=O)OCC2CCCO2)C(c2coc3ccc(Cl)cc3c2=O)C2=C(CCCC2=O)N1 (stereo not drawn) | -4 | 4 | -13 | 15 | 6 | -12 | -4 | -2
C[N+](C)(C)CCCN(Cc1ccc2c(c1)OCO2)C(=O)NC1CCCCC1 | 5 | -14 | -7 | 7 | -1 | -11 | 2 | 7
Cc1[nH]c(=O)[nH]c(=O)c1S(=O)(=O)Nc1ccc(Oc2ccccc2)cc1 | 1 | -4 | 0 | -2 | 0 | -1 | 2 | -5

4 records drawn at random from those above, as already listed:
SMILES | Gli-Sufu block | CXCR6 inh | EBI2 antag | UBC13 polyUb | CCR6 antagonist | ATG4B inhibitor | APJ agonist | APJ antag
Cc1cc(C)c(NC(=O)/C=C\C(=O)O)c([N+](=O)[O-])c1 | -20 | -5 | -5 | -1 | 16 | 0 | -2 | 5
CC(C)CCN1CCN(Cc2ccc(Oc3ncccn3)cc2)CC1CCO (stereo not drawn) | -21 | 1 | -7 | -3 | 0 | 8 | -1 | -13
Cc1[nH]c(=O)[nH]c(=O)c1S(=O)(=O)Nc1ccc(Oc2ccccc2)cc1 | 1 | -4 | 0 | -2 | 0 | -1 | 2 | -5
CCn1c(=O)n(CCc2ccccc2)c(=O)c2c3c(sc21)CCCC3 | 8 | 16 | 36 | 0 | 17 | 3 | -4 | 16

More records follow:
SMILES | Gli-Sufu block | CXCR6 inh | EBI2 antag | UBC13 polyUb | CCR6 antagonist | ATG4B inhibitor | APJ agonist | APJ antag
O=C(OCc1ccccc1F)c1ccc2c(c1)-c1ccccc1C2=O | -58 | -3 | 5 | 2 | 14 | 15 | 0 | 17
COc1ccccc1NC(=O)CSc1nnc(CNC(=O)c2ccco2)n1C | 2 | 1 | 2 | 2 | 1 | 5 | -2 | 13
CCOc1cc(N2CCOCC2)c(OCC)cc1NC(=O)CCC1CCCC1 | 5 | -2 | -11 | 6 | -9 | -4 | -13 | -9
COc1ccc(CNC(=O)CN2C(=O)NC(c3ccccc3)(c3ccccc3)C2=O)cc1 | -9 | 2 | -13 | -5 | 10 | -3 | -2 | 10
CN(Cc1ccc(F)cc1)C(=O)CN1C(=O)c2ccccc2S1(=O)=O | 6 | 8 | -2 | -1 | 8 | 4 | 0 | -6
Cc1ccc(NC(=O)CCNC(=O)c2ccccc2)cc1F | -1 | -21 | 2 | 2 | -5 | -11 | 1 | 4
CN1C(=O)CC(Sc2ncccc2C(=O)O)C1=O (stereo not drawn) | -13 | 1 | -1 | -1 | 13 | -14 | -7 | 12
COC(=O)c1ccc(NC(=O)Cc2ccc(F)cc2)cc1 | -23 | -4 | -3 | 4 | -3 | 3 | -1 | -4
N#Cc1ccccc1Cn1c(=O)n(C2CCCC2)c(=O)c2ccccc21 | 0 | 5 | 5 | -3 | 3 | -6 | -3 | 5
CCN(CC)C(=O)CCn1nc(-c2ccc(C)cc2)c2ccccc2c1=O | 3 | 12 | 9 | 0 | 25 | -1 | -6 | 10
CC(C)C(=O)N1CCN(c2ccc(NC(=O)c3ccc4c(c3)OCCO4)cc2Cl)CC1 | -12 | -10 | -19 | 5 | -3 | -9 | 9 | -15
CCCN1CCN(C(=O)c2c(Cl)cnn2C)CC1 | -5 | -2 | -1 | -2 | 8 | -5 | 1 | 8
O=C(NCc1ccccc1)N1CCN(c2ccccc2)CC1 | -2 | 6 | -2 | 3 | 4 | 6 | -4 | 0
COc1cccc(-c2nc(CS(=O)CC(=O)NCc3ccc4c(c3)OCO4)c(C)o2)c1 (stereo not drawn) | -20 | 0 | -6 | 0 | 12 | -8 | -4 | 9
COCCCNC(=O)C[C@H]1C[C@H](C(=O)N(C(C)C)C(C)C)[C@@]2(C)c3[nH]c4ccc(Cl)cc4c3CCN2C1=O | 4 | 8 | 1 | / | 14 | -3 | / | /
Cc1ccc2[nH]c3c(=O)n(CC(=O)Nc4ccccc4N4CCN(C)CC4)ncc3c2c1 | 12 | 0 | -6 | 11 | 22 | 3 | -1 | 18
CC1(C)CC(=O)C(C=NCC2CCN(C(=S)Nc3cccc(Cl)c3)CC2)=C(O)C1 | -7 | -8 | 3 | 9 | 6 | -9 | -2 | -19
CCOC(=O)C1C(=O)Oc2ccc3ccccc3c2C1C1CCOC1=O (stereo not drawn) | -6 | 3 | -8 | -2 | 2 | -9 | -3 | 0
CC(=O)c1c(C)oc2ccc(NS(=O)(=O)c3ccccc3)cc12 | -2 | -4 | 4 | 10 | 9 | -11 | -2 | 13
Cc1ccc(C2=NN(C(=O)CSc3nccn3C)C(c3ccco3)C2)cc1 (stereo not drawn) | 12 | 8 | 3 | -1 | 3 | 0 | -5 | -13
COc1ccc(Nc2nc(N3CCN(S(C)(=O)=O)CC3)nc3ccccc23)c(OC)c1 | 32 | 0 | 9 | 4 | 5 | -1 | -4 | 10
COc1ccc(N2CC(C(=O)Nc3ccc(S(=O)(=O)Nc4nccs4)cc3)CC2=O)c(OC)c1 (stereo not drawn) | -3 | 6 | -3 | -12 | 3 | -2 | -4 | -12
Cc1nn(-c2ncc(C(F)(F)F)cc2Cl)c(=O)n1-c1c(F)cccc1F | 5 | -4 | -9 | -9 | -8 | -5 | 1 | -12
CC(C)N(C(=O)[C@H]1C[C@H](CC(=O)NCCN2CCOCC2)C(=O)N2CCc3c([nH]c4cc(CCC(=O)N(C)C)ccc34)[C@]12C)C(C)C | -3 | -8 | 2 | / | 16 | -7 | / | /
CCn1c(Cc2ccccc2)nnc1SCC(=O)Nc1ccc(N)cc1 | -3 | -4 | -3 | 1 | -4 | -14 | 3 | 1
CN(C(=S)SCc1ccccc1)C1CCS(=O)(=O)C1 (stereo not drawn) | -1 | -8 | 0 | -3 | 8 | -9 | 0 | -9
COc1ccc2cc(CN(Cc3ccco3)C(=S)NCC3CCCO3)c(=O)[nH]c2c1 (stereo not drawn) | 2 | -4 | -11 | 3 | 10 | -3 | -2 | 6

Source: PubChem (Sanford-Burnham Center for Chemical Genomics)
